APOBEC3A inh – APOBEC3A ssDNA deaminase inhibitors, primary screen, selectivity assay for APOBEC3G inhibitor project, biochemical, FAM/TAMRA oligo cleavage fluorescence | actives 0.41% (n = 330,000) | inhibition, % at 20 µM | DNA dC->dU-editing enzyme APOBEC-3A (Homo sapiens), P31941 | recombinant A3A, FAM/TAMRA ssDNA deamination fluorescence;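 active means at least 40% inhibition at 20 µM here, with at most 30% in a related deaminase screen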;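 further: plate controls were A3A with DMSO for no effect and wells lacking A3A enzyme for full effect; some results filed as inactive read as strong as hits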
Target sequence (P31941 whole entry, looked up): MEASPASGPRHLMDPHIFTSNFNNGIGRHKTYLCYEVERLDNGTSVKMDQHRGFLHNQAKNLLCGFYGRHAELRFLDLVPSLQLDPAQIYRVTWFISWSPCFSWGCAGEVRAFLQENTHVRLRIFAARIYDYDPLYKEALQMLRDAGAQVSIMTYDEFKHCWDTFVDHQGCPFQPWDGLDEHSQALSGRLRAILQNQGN
GRIN3A LBD mod – binders of NR3A ligand-binding domain, primary screen, biophysical, differential scanning fluorimetry, uHTS | Glutamate receptor ionotropic, NMDA 3A (GRIN3A) ligand-binding domain | NR3A LBD differential scanning fluorimetry, Tm shift; 0% = protein alone, 100% = glycine-bound protein | Tm shift relative to glycine control, % at 25 µM | actives 2.5% (n = 340,000);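 active means melting temperature shift of at least 10% of the positive control shift, at one fixed dose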
APOBEC3G inh – APOBEC3G DNA deaminase inhibitors, primary screen, biochemical, fluorescence, single-stranded DNA substrate, uHTS. AID 493012, 2011. inhibition, % at 20 µM. recombinant A3G, ssDNA deamination FAM/TAMRA fluorescence. actives 0.28% (n = 330,000);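 active means inhibition of at least 40% at 20 µM, with no more than 30% in the related APOBEC3A deaminase screen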;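 further: plate controls were DMSO wells with A3G for no effect and wells lacking A3G enzyme for full effect; some compounds called inactive have numbers as strong as hits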
CXCR6 block – CXCR6 receptor inhibitors, primary screen, cell-based, beta-arrestin, luminescence, CHO-K1 PathHunter, 1536-well | C-X-C chemokine receptor type 6 (Homo sapiens), O00574 | inhibition, % at 20 µM | actives 0.36% (n = 360,000); in the data active means inhibition above about 34%, passing the limit was not always enough;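 further: antagonist mode with CXCL16 agonist at 10 nM final; 0% = 10 nM CXCL16 with DMSO and 100% = unstimulated wells without agonist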
Target sequence (O00574 whole entry, looked up): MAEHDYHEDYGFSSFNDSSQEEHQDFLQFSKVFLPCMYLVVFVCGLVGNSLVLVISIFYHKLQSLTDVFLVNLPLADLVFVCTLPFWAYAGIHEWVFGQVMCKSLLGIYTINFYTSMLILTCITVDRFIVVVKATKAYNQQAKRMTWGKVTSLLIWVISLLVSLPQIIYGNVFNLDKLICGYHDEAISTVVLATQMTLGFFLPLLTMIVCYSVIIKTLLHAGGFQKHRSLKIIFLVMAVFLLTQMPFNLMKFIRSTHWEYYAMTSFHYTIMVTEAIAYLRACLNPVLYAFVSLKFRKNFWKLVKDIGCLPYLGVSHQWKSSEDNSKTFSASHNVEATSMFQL
MPTP inh – mitochondrial permeability transition pore inhibitors, primary screen, biochemical, isolated mouse mitochondria, absorbance; inhibition, % at 10 µM; actives 1.4% (n = 360,000); Ca2+ swelling absorbance, 30 min;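 active means inhibition of 50% or more, scaled per plate between neutral and stimulator controls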;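 further: 0% = DMSO wells given calcium and 100% = 1 mM EGTA wells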
EBI2 block – EBI2 receptor antagonists, beta-arrestin recruitment, primary screen, cell-based, luminescence, 7a,25-OHC stimulation, uHTS. G-protein coupled receptor 183 (Homo sapiens), P32249. 7a,25-OHC stimulated. inhibition, % at 5 µM. actives 0.81% (n = 360,000); in the data active means inhibition above about 38%;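 further: enzyme fragment complementation signal reports receptor beta-arrestin coupling in cells; 0% = agonist plus DMSO wells and 100% = wells without agonist; some results beyond the cut were filed as inactive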
Target sequence (P32249 whole entry, looked up, the tested form may be a part): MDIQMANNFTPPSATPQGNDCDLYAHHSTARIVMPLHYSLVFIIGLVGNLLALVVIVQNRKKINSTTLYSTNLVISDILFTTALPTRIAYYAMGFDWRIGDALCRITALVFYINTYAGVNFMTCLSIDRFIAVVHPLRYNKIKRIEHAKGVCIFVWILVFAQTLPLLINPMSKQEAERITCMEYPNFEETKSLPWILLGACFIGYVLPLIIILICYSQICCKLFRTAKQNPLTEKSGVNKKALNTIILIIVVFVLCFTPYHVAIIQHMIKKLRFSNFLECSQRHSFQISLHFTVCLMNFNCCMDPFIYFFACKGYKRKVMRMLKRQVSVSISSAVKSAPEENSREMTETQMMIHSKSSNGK
CCR6 antag – CCR6 receptor antagonists, primary screen, cell-based, CHO-K1, luminescence, beta-arrestin, uHTS. actives 0.49% (n = 340,000). inhibition, % at 20 µM. AID 493098, 2011. CHO-K1 CCR6 PathHunter beta-arrestin, CCL20-stimulated;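 active means compounds whose inhibition of the agonist-driven luminescence signal at 20 µM reaches about 50%, limit read from the data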;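 further: cells stimulated with CCL20 at 14 nM final; plate controls were DMSO with CCL20 for no effect and DMSO without agonist for full effect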
Gli-Sufu antag – Gli-Sufu pathway antagonists, primary screen, luciferase luminescence, Sufu-KO-LIGHT cells, uHTS. Sufu-KO-LIGHT fibroblasts, Gli luciferase reporter luminescence. inhibition, % at 5 µM. actives 0.74% (n = 340,000);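 active means inhibition above about 55%, limit read from the data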;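 further: 0% = DMSO-treated cells and 100% = wells with medium but no cells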
* marks the source's active call; other numbers are inactive results; x = no result given.

SMILES | APOBEC3A inh | GRIN3A LBD mod | APOBEC3G inh | CXCR6 block | MPTP inh | EBI2 block | CCR6 antag | Gli-Sufu antag
OCCCn1c(C2CCCN2c2nc(-c3ccc(F)cc3)cs2)nc2cc(C(F)(F)F)ccc21 (centres undefined) | -2 | -4 | -10 | 11 | -0.7 | 15 | 31 | x
O=C(O)c1nn(CC(=O)N2CCN(c3ncc(C(F)(F)F)cc3Cl)CC2)c(=O)c2ccccc12 | 1 | 2 | -6 | 4 | 4.6 | 2 | 10 | -23
C[C@H](CO)N1C[C@H](C)[C@@H](CN(C)Cc2ccc(Cl)c(Cl)c2)Oc2c(NS(=O)(=O)c3cn(C)cn3)cccc2C1=O | 1 | 1 | -1 | -5 | 0.0 | -4 | 2 | 3
NC1=NC(=O)CC(C(=O)Nc2cccc3ccccc23)S1 (centres undefined) | 2 | 0 | -4 | -2 | -0.5 | -1 | 4 | 7
CC(C)c1ccc2oc(=O)cc(CN3CCCCC3)c2c1 | -2 | -5 | -2 | 3 | 4.2 | 19 | 13 | 7
Cc1ccc(-c2c(C)n([O-])c3c([n+]2=O)CCCCC3)cc1 | 0 | 0 | -5 | 4 | 2.7 | -3 | 8 | -10
CC1(c2nnc(Cc3ccccc3)o2)CC(c2cccc(Cl)c2)=NO1 (centres undefined) | -1 | 0 | -12 | -4 | 3.2 | 11 | 8 | -5
C/C(=N\Nc1cc(N2CCOCC2)ncn1)c1ccc(O)cc1 | 1 | -1 | 1 | -23 | 1.0 | 8 | 4 | 21
Cc1cccc(CCN(CC(=O)NC(C)(C)C)C(=O)c2csnn2)c1 | -5 | -3 | -9 | -13 | 2.7 | 4 | -29 | 7
Cc1ccc(-n2nnnc2SCC(=O)c2c(N)n(C3CC3)c(=O)[nH]c2=O)cc1C | 3 | 0 | 4 | 6 | 0.9 | -5 | 4 | -4
CC(=O)N(Cc1cccnc1)c1cccc(-c2nc3ccccc3s2)c1 | 1 | -2 | -3 | -6 | 1.6 | 4 | 12 | 4
NC(=O)c1c(NC(=O)C(=O)NCCCN2CCOCC2)sc2c1CCCC2 | -3 | -5 | -3 | 0 | -0.6 | -16 | 0 | x
COC(=O)c1ccc(S(=O)(=O)N(CCO)Cc2ccccc2)n1C | -3 | -1 | -6 | -5 | 1.5 | -13 | -3 | 3
CC(NC(=O)C1CCC(C(C)(C)C)CC1)C(c1ccccc1)N1CCOCC1 (centres undefined) | -2 | -1 | -4 | 4 | 4.7 | 1 | 12 | -1
COc1ccc(CCN2C(=O)c3cccc4cccc(c34)C2=O)cc1OC | 0 | 5 | -3 | 0 | 1.7 | 4 | 6 | -11
CCCOC(=O)c1c(N)sc2c1CCC2 | -2 | 0 | -4 | -4 | 1.0 | -11 | 11 | 6
CSc1nc(O)c(Nc2cccc(Cl)c2)c(=O)[nH]1 | -4 | 3 | -8 | 9 | 0.8 | 7 | 2 | 24
CN(C(=O)COC(=O)c1cc2ccccc2cc1O)c1c(N)n(Cc2ccccc2)c(=O)[nH]c1=O | -1 | -2 | -9 | -13 | -0.8 | 1 | 3 | -5
COc1ccc(-c2ccc(SCC(=O)c3ccccc3)nn2)cc1OC | -5 | 0 | -10 | -5 | -0.1 | 2 | -5 | 2
O=C(NCCN1CCN(c2ccccc2)CC1)c1cccn2c(=O)c3ccccc3nc12 | 8 | -8 | -5 | -2 | 1.6 | 15 | 12 | 16
Nn1c(-c2ccccc2)nc2cc(Cl)ccc2c1=O | -6 | -1 | -7 | 2 | 0.6 | -3 | 1 | 0
CC1CCC(NC(=O)Cn2c(=O)oc3cc(S(=O)(=O)N4CCCC4)ccc32)CC1 (centres undefined) | 3 | 2 | 1 | -10 | 0.2 | -9 | 9 | -17
Cn1cc(C(=O)NCc2ccccc2F)cn1 | 2 | 1 | 3 | -1 | -2.8 | -9 | 11 | -5
COc1ccc(OCCN2CCN(S(=O)(=O)c3ccccc3C(F)(F)F)CC2)cc1 | -2 | 3 | -4 | -11 | -0.4 | 60* | 14 | 27
CCOC(=O)C(=O)C1=CN(Cc2ccccc2)C=C(C#N)C1 | 0 | -1 | -8 | 1 | -0.2 | -8 | 9 | -20
c1ccc(N2CCN(c3ccccc3)C2c2cccnc2)cc1 | -1 | 10* | -1 | 5 | 0.9 | 2 | 15 | 1
CN(C)Cc1cc(C(F)(F)F)ccc1C(O)(c1ccccc1)c1ccccc1 | x | 0 | x | 7 | 0.9 | -8 | 11 | 10
COc1cccc(C2CC(c3ccccc3Cl)n3nnnc3N2)c1 (centres undefined) | -3 | 0 | -6 | 7 | 3.7 | 10 | 8 | -19
CN(C)c1ccc(C=NCCC2(c3ccccc3)CCOC(C)(C)C2)cc1 (centres undefined) | 3 | -1 | 16 | 4 | 5.3 | 4 | 5 | 20
COCCNc1nc2nonc2nc1N(C)Cc1ccc(C)cc1 | -1 | 0 | -6 | 8 | 0.7 | -3 | 7 | -24
O=C(O)C[C@H]1c2cc(C(F)(F)F)ccc2S(=O)(=O)N1C1CCCCC1 | -2 | 0 | -5 | 6 | 1.3 | -13 | 0 | -6
Clc1ccccc1-c1nc2ccccc2[nH]1 | 5 | -2 | -2 | -5 | 2.6 | 17 | 14 | -50
COc1cnn(-c2ccc(C)cc2)c(=O)c1Br | 0 | 0 | 1 | -1 | 0.0 | -5 | -4 | -22
CC(C)C(OC(=O)/C=C/c1ccc2c(c1)OCO2)C(=O)NC(N)=O (centres undefined) | 4 | -1 | 2 | -8 | 0.6 | -7 | -3 | -4
Cc1c(Cc2ccccc2)c(=O)oc2cc(OCC(=O)NCC3CCC(C(=O)O)CC3)ccc12 (centres undefined) | -5 | 0 | -7 | -6 | -0.7 | -6 | -7 | -6
Cc1ccc(OCc2cc(C(=O)NC3CCOC3)no2)cc1C (centres undefined) | -2 | -1 | -5 | 1 | -0.3 | 4 | 11 | -4
CCOc1ccc(C(=O)OCC(=O)Nc2ccc(SC(F)F)cc2)cc1OCC | 4 | 1 | 1 | 12 | 1.9 | -6 | 17 | -3
CCc1ccc(Nc2nnc(SCC(=O)N(C)C3CCS(=O)(=O)C3)s2)cc1 (centres undefined) | 3 | 0 | -4 | -10 | 0.8 | 14 | 2 | -1
CC(CC(=O)O)CC1=NS(=O)(=O)c2ccccc2N1 (centres undefined) | -6 | -1 | -9 | -8 | -1.2 | -7 | 3 | 5
Cc1onc(-c2ccccc2)c1C(=O)N/N=C/c1ccco1 | 4 | -1 | 1 | -16 | 5.4 | 9 | 0 | 1

3 compounds out of the list above, sorted by the number in CCR6 antag, smallest number first.
molecule | CCR6 antag
Cc1c(Cc2ccccc2)c(=O)oc2cc(OCC(=O)NCC3CCC(C(=O)O)CC3)ccc12 (centres undefined) | -7
Cc1onc(-c2ccccc2)c1C(=O)N/N=C/c1ccco1 | 0
CCOc1ccc(C(=O)OCC(=O)Nc2ccc(SC(F)F)cc2)cc1OCC | 17

Next results follow.
SMILES | APOBEC3A inh | GRIN3A LBD mod | APOBEC3G inh | CXCR6 block | MPTP inh | EBI2 block | CCR6 antag | Gli-Sufu antag
CCOC(=O)c1ccc(-n2c(O)c(/C=N/NC(=O)C3COc4ccccc4O3)c3ccccc3c2=O)cc1 (centres undefined) | -1 | -2 | 3 | 11 | 14 | 5 | 12 | -5
O=C(COC(=O)CNC(=O)c1ccc(Cl)cc1Cl)NC1CCCCC1 | 2 | 2 | -2 | -6 | -0.5 | -14 | 22 | -8
CCN1CCN(C(=O)c2cn(CCOC)c(=O)c3c2c2ccccc2n3C)CC1 | 1 | 0 | 2 | -5 | -1.4 | -5 | -7 | 4
O=C(Nc1cc(C(F)(F)F)ccc1Cl)c1cc(C2CC2)on1 | 8 | 3 | 1 | 2 | -1.9 | 18 | -13 | 8
CC1CC(C)CN(C(=O)CSc2n[nH]c(N)n2)C1 (centres undefined) | -1 | 2 | -3 | 2 | -0.5 | -1 | -1 | -5
Cc1cc(C)nc(NS(=O)(=O)c2ccc(CC(C)C)cc2)c1 | 3 | -1 | 0 | -2 | 2.4 | 0 | 3 | 5
Cc1csc(/C(=N\O)c2csc(C)n2)n1 | -2 | -1 | -5 | -7 | -0.6 | -14 | 9 | -8
COC(=O)C(C(=O)Nc1ncccn1)C1CCCCCC1 (centres undefined) | -5 | 1 | -7 | -2 | -1.4 | -15 | -9 | -17
COc1ccccc1CC(=O)O/N=C(\N)Cc1cccc2ccccc12 | -2 | 0 | -8 | -12 | 0.6 | 0 | -7 | 2
COc1ccc(/C=C(\C#N)C(=O)OCC(=O)Nc2c(C)cccc2C)cc1 | 2 | 3 | -4 | -5 | 1.7 | -11 | 4 | 4
C=CCn1c(=S)[nH]c2nc3c(cc2c1=O)COC(C)(C)C3 | -3 | 1 | -4 | 5 | -1.0 | 3 | -3 | 6
CCC(=O)c1ccc(OC(=O)c2cnccn2)cc1 | -1 | 0 | -8 | -1 | -0.1 | 4 | -6 | 2
CC(=O)c1ccc(NC(=O)C2CC(c3ccc(F)cc3)=NO2)cc1 (centres undefined) | -1 | 5 | -6 | 2 | -0.3 | 2 | -13 | -1
COc1ccc(N2CC(C(=O)NCCC3=CCCCC3)CC2=O)cc1 (centres undefined) | -3 | -1 | -1 | -5 | 0.3 | 17 | -3 | 2
Cc1ccccc1NC(=O)Nc1ccccc1Br | -1 | -2 | -4 | -1 | 0.1 | 6 | -1 | -11
COC(=O)c1ccc(Cl)c(NC(=O)c2cccc([N+](=O)[O-])c2C)c1 | -1 | 0 | -10 | 7 | 0.2 | -7 | 8 | 1
Cc1cccc(CSC2=CS(=O)(=O)c3ccccc3N2)c1 | -9 | -4 | -10 | 8 | -0.1 | 2 | 12 | -11
C/C(=N\NC(=O)Cc1ccccc1)c1cccs1 | -2 | 0 | -6 | -5 | -1.5 | -3 | 10 | -1
COC(=O)c1ccc(NS(=O)(=O)c2ccc3[nH]c(=O)oc3c2)cc1 | 24 | -10 | 2 | -2 | 0.3 | 10 | 12 | 34
CCCN1C2CCCC1CC(NC(=S)Nc1cc(C)ccc1C)C2 (centres undefined) | -1 | 1 | -4 | -8 | 0.0 | -1 | 10 | 7

The last 2 entries of the part above are carried over, then new ones follow:
SMILES | APOBEC3A inh | GRIN3A LBD mod | APOBEC3G inh | CXCR6 block | MPTP inh | EBI2 block | CCR6 antag | Gli-Sufu antag
COC(=O)c1ccc(NS(=O)(=O)c2ccc3[nH]c(=O)oc3c2)cc1 | 24 | -10 | 2 | -2 | 0.3 | 10 | 12 | 34
CCCN1C2CCCC1CC(NC(=S)Nc1cc(C)ccc1C)C2 (centres undefined) | -1 | 1 | -4 | -8 | 0.0 | -1 | 10 | 7
CCOC(=O)c1c(N)c2cc([N+](=O)[O-])cnc2n1C | 9 | 0 | 6 | 2 | 1.9 | 3 | 8 | -7
COc1ccccc1N1CCN(c2nc(N)c(C#N)c(CC#N)c2C#N)CC1 | -14 | -3 | -7 | 2 | 1.3 | -6 | 18 | 7
Cc1cc(C2=NNC(=NC3CC3)SC2)c(C)n1-c1ccccc1F | -1 | -4 | -3 | 20 | 13 | -7 | 5 | 93*
CCOc1ccccc1NC(=O)Cc1coc2cc(C)ccc12 | 1 | 2 | -8 | -5 | 1.7 | -1 | 20 | 4
